MrgX1 PAM = human MrgX1 positive allosteric modulation, primary screen; 310,000 tested, 0.63% active; B-score at 10 µM; MrgX1-HEK293, Fluo-4 calcium flux, FDSS; active compounds read high; Q96LB2;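 active = plate-corrected calcium response at least 3 library SD above typical, normal starting fluorescence, not activating the receptor alone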;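 note: compound read alongside a low EC10 to EC30 dose of BAM8-22 agonist; peak minus trough fluorescence over baseline measured at the second addition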
Target sequence (Q96LB2 whole entry, looked up): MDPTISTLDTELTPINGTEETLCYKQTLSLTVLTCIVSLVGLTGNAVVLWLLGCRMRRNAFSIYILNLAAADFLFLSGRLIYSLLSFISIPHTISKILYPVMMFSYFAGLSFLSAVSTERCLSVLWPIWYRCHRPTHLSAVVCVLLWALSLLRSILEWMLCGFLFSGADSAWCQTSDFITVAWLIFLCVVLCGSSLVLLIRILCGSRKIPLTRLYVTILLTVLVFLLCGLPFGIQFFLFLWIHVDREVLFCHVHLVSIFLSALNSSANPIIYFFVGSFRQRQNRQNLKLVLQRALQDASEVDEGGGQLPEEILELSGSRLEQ
TRPC6 inhibitor = blocks the mouse TRPC6 cation channel; B-score at 10 µM; AID 2553; HEK293-TRPC6, membrane potential dye, ACh-evoked depolarization; active compounds read low; 310,000 tested, 1.1% active;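 active = B-score under library mean minus 3 SD, initial fluorescence not abnormally high, positive integrated signal ratio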;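 note: B-score derived from integrated fluorescence ratio over the kinetic read; more negative B-score means stronger inhibition of depolarization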
TRPC4 potent = allosterically enhances the mouse TRPC4 cation channel | Q9QUQ5 | HEK293 TRPC4beta/mu-opioid, DAMGO EC20, Fluo-4 Ca2+ flux; active compounds read high | 310,000 tested, 0.42% active | B-score at 10 µM;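 active = B-score of calcium response area above 5 SD of library B-scores, with initial fluorescence ratio within 5 SD of library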;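 note: B-score of integrated fluorescence ratio over time as area under calcium response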
ANO1 activ = activates or potentiates the mouse TMEM16A chloride channel. B-score at 10 µM. HEK293 TMEM16A/YFP-H148Q/I152L, iodide quench fluorescence; active compounds read low. Q8BHY3. AID 623877. 340,000 tested, 0.3% active;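 active = fluorescence-ratio B-score plate-corrected deviation score at least 3 library SD below zero, with starting fluorescence score within 5 deviations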;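 note: channel opened by trigger with iodide after compound preincubation; score built on the fluorescence ratio of max minus min over baseline; more negative score means more quench and so TMEM16A activation or potentiation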
TRPC4 act = activators of mouse TRPC4 channel. Q9QUQ5. HEK293 TRPC4beta/mu-opioid, Fluo4 calcium fluorescence; active compounds read high. B-score at 10 µM. 310,000 tested, 0.49% active. AID 2237;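 active = B-score above 5 SD of library B-scores, and initial fluorescence ratio not above library mean plus 5 SD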;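 note: positive B-score marks a calcium rise read as TRPC4 activation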
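Material: HEK293 stable line with TRPC4beta plus mu-opioid receptor; technique: Fluo4 calcium-sensitive dye fluorescence, kinetic, 1 Hz baseline; timing: Fluo4 dye loading 45 min at room temperature, 110 s recording; controls: assay buffer as low control, maximal DAMGO as high control; read-out: integrated baseline-normalised fluorescence ratio, converted to per-well B score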
TRPC4 inh = inhibitors of mouse TRPC4 channel. AID 2247. 300,000 tested, 0.39% active. B-score at 10 µM. HEK293 TRPC4beta/mu-opioid, DAMGO-evoked Fluo4 calcium flux; active compounds read low;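 active = B-score over 3 SD under the library average, no early fluorescence shift, positive overall ratio signal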
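Assay system: Stable TRPC4beta/mu-opioid receptor HEK293 cells | Reagent: DAMGO in two steps, submaximal then maximal | Compound dosing: Single concentration per test compound | Signal: Fluo4 Ca2+ flux fluorescence | Evaluation: Per-well B score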
TMEM16A inh = blocks the mouse calcium-activated chloride channel TMEM16A; HEK293 TMEM16A/YFP iodide influx fluorescence, ionomycin; Q8BHY3; 310,000 tested, 1.2% active; normalized B-score (activity score, 25-100; higher = stronger inhibition) at 10 µM;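 active = ratio plate-corrected score three or more library SD toward inhibition, starting fluorescence score within five deviations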;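 note: score derived from kinetic fluorescence span divided by baseline fluorescence per well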
TRPC6 act = activators of mouse TRPC6 channel; HEK293-TRPC6 membrane potential dye fluorescence; active compounds read high; B-score at 10 µM; 310,000 tested, 0.13% active; AID 2550;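 active = B-score of the integrated fluorescence ratio above library mean plus 3 SD, and starting fluorescence ratio within library mean plus 5 SD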;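 note: higher score means more depolarization so channel activation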
MrgX1 antag = blocks BAM8-22 activation of human MrgX1 receptor; Q96LB2; MRGX1-HEK293 calcium flux, Fluo-4, BAM8-22 antagonism; active compounds read low; B-score at 10 µM; 310,000 tested, 1.3% active; AID 588676;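 active = calcium-response B-score plate-corrected more than 3 library SD below zero, starting fluorescence within 5 deviations, no agonist response on first addition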;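 note: peak minus trough fluorescence over baseline after final BAM8-22 challenge near maximal dose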
RGS4 block = human RGS4 inhibition; B-score at 10 µM; P49798; HEK293 M3R/RGS4 inducible, Fluo-4 calcium flux; active compounds read high; triggered by carbachol at its EC20; 310,000 tested, 0.45% active;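 active = B-score, a plate-corrected calcium signal, over three deviations above library mean, with baseline fluorescence within five deviations of library mean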;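 note: RGS4 expression induced by doxycycline in cells with stable M3 receptor; B-score is computed from the integrated fluorescence ratio over baseline after carbachol; higher B-score means a larger calcium signal and so more RGS4 inhibition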
Target sequence (P49798 whole entry, looked up): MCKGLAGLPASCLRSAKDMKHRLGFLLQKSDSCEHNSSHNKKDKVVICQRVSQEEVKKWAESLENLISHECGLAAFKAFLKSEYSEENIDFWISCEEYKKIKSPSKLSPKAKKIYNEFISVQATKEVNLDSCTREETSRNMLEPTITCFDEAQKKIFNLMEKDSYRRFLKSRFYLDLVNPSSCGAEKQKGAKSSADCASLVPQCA
MrgX1 agonist = agonists of human MrgX1 receptor. MrgX1-HEK293 cells, Fluo-4 calcium fluorescence, agonist mode; active compounds read high. B-score at 10 µM. 310,000 tested, 0.44% active. AID 588627;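 active = calcium response B-score plate-corrected fluorescence ratio at least 3 library SD, with starting fluorescence B-score inside 5 SD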
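Test system: HEK293 cells stably expressing human MrgX1 receptor; Input: fifteen thousand cells per well; Dosing: compound delivered in addition one of three; Schedule: overnight seeding, then 1 h dark dye loading; Technique: Fluo-4 NW calcium fluorescence; Measure: B-scored fluorescence response ratio; Controls: positive and negative controls per plate.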
* = called active by the depositor; i = inactive. Outcome played no part in choosing rows; about 5.8% have a hit in one of these screens.

No.	canonical_smiles	MrgX1 PAM	TRPC6 inhibitor	TRPC4 potent	ANO1 activ	TRPC4 act	TRPC4 inh	TMEM16A inh	TRPC6 act	MrgX1 antag	RGS4 block	MrgX1 agonist
1	CCCn1nc2cc(C(=O)NC3CCCc4ccccc43)ccc2c1OCC (stereo not given)	i	i	i	i	i	i	i	i	i	i	i
2	CCOC(=O)CSc1nc(C)c(CC)c(C)c1C(N)=O	i	i	i	i	i	i	i	i	i	i	i
3	C[C@]12C(=O)N(c3ccc(Cl)cc3)C(=O)N1[C@@H]1c3ccccc3OC[C@@H]1[C@H]2c1ccccc1	i	i	i	i	i	i	i	i	i	i	i
4	COc1ccc(C)cc1NC(=O)c1ccc(NC(=O)CC2SC(N3CCCC3)=NC2=O)cc1 (stereo not given)	i	i	i	i	i	i	i	i	i	i	i
5	Nc1c(C(=O)N/N=C/c2cccnc2)oc2nc(-c3ccccc3)cc(-c3ccco3)c12	i	i	i	i	i	i	i	i	-6.2*	i	i
6	O=C(c1ccco1)N1CCN(C(=O)N2c3ccccc3Sc3ccccc32)CC1	i	i	i	i	i	i	i	i	i	i	i
7	O=C(O)c1ccc(CS(=O)(=O)Cc2ccccc2F)o1	i	i	i	i	i	i	i	i	i	i	i
8	N#Cc1ccccc1NC(=O)CN(Cc1ccccc1)Cc1ccccc1	i	i	i	i	i	i	i	i	i	i	i
9	CSc1ccccc1OCc1cc(C(=O)N2CCc3sccc3C2)no1	i	i	i	i	i	i	i	i	i	i	i
10	O=C(NC1CC1)C1CCC(=O)N1C1CCCC1 (stereo not given)	i	i	i	i	i	i	i	i	i	i	i
11	CCC1CCCCN1CCCNC(=O)CN1C(=O)CSc2ccc(S(=O)(=O)N3CCC(C)CC3)cc21 (stereo not given)	i	i	i	i	i	i	i	i	i	i	i
12	CCCN1C(=O)c2ccccc2NC1c1ccc(O)c(OCC)c1 (stereo not given)	i	i	i	i	i	i	i	i	i	i	i
13	Cc1ccc(-n2nc3c(N4CCC(C(=O)NCCc5ccco5)CC4)nnc(C)c3c2C)cc1	i	i	i	i	i	i	i	i	i	i	i
14	O=C1C2C3C=CC(C3)C2C(=O)N1c1n[nH]c(-c2cccnc2)n1 (stereo not given)	i	i	i	i	i	i	i	i	i	i	i
15	CCOC(=O)N1CCC(NC(=O)c2cccnc2SC)CC1	i	i	i	i	i	i	i	i	i	i	i
16	CCOc1ccc(N(CC(=O)NCCCOC)S(C)(=O)=O)cc1	i	i	i	i	i	i	i	i	i	i	i
17	CC(Sc1ccccc1)C(=O)N1CCN(S(=O)(=O)c2ccccc2F)CC1 (stereo not given)	i	i	i	i	i	i	i	i	i	i	i
18	O=C(CSC1=NCCS1)Nc1nc2c(s1)CCCC2	i	i	i	i	i	i	i	i	i	i	i
19	Oc1c(N=NC(=S)Nc2ccccc2F)c2ccccc2n1Cc1ccc(Cl)cc1	i	i	i	i	i	i	i	i	i	i	i
20	CCCN(CCC)CC(=O)N1CC(=O)Nc2ccccc21	i	i	i	i	i	i	i	i	i	i	i
21	C[N+](C)(C)CC(O)CC(=O)O (stereo not given)	i	i	i	i	i	i	i	i	i	i	i
22	COc1cc(/C=N/NC(=O)c2sc(N)c(C#N)c2C)ccc1O	i	i	i	i	i	i	i	i	i	i	i
23	CCOc1c(OC)ccc2c3c(c(=O)oc12)CCCC3	i	i	i	i	i	i	i	i	i	i	i
24	O=C(c1ccc(Cl)nc1)N1CCN(C/C=C/c2ccccc2)CC1	i	i	i	i	i	i	i	i	i	i	i
25	COc1ccc(CCNC(=O)c2nnn(CC(=O)Nc3ccccc3)c2N)cc1OC	i	i	i	i	i	i	i	i	i	i	i
26	CCCN1C(=O)/C(=C/c2ccc(N3CCOCC3)cc2)NC1=S	i	i	i	i	i	i	i	i	-6.1*	i	i
27	Cc1ccc(C(=O)Nc2ncc(Cc3ccccc3)s2)o1	i	i	i	i	i	i	i	i	i	i	i
28	Cc1ccc(NC(=O)CCc2nc3ccccc3c(=O)[nH]2)cc1S(=O)(=O)N1CCOCC1	i	i	i	i	i	i	i	i	i	i	i
29	O=C(CSc1nc(-c2ccco2)cc(C(F)(F)F)n1)NCC1CCCO1 (stereo not given)	i	i	i	i	i	i	i	i	i	i	i
30	Cc1nc2cc(NC(=O)Nc3ccccc3Cl)ccc2n1C	i	i	i	i	i	i	i	i	i	i	i
31	O=[N+]([O-])c1ccc(N(CC(O)CN2CCCCC2)S(=O)(=O)c2ccccc2)cc1 (stereo not given)	i	i	i	i	i	i	i	i	i	i	i
32	O=C(NCCO)c1cc2ccccc2cc1O	i	i	i	i	i	i	i	i	i	i	i
33	COc1ccc(OCCSc2nc(-c3ccccc3)cc(=O)[nH]2)cc1	i	i	i	i	i	i	i	i	i	i	i
34	CC(C)=C(NC(=O)c1ccccc1Br)C(=O)NCCc1nc2ccccc2[nH]1	i	i	i	i	i	i	i	i	i	i	i
35	Cn1c(=O)c2c(ncn2CC(N)=O)n(C)c1=O	i	i	i	i	i	i	i	i	i	i	i
36	CN(C)c1ccc(/C=N\NC(=O)c2ccc(Cn3cc(Cl)cn3)cc2)cc1	i	i	i	i	i	i	i	i	i	i	i
37	Cc1ccc(-c2nnc(-c3ccccc3)o2)cc1Br	i	i	i	i	i	i	i	i	i	i	i
38	Cc1ccc(CN2CCNC(=O)C2CC(=O)NC2CCCCCC2)o1 (stereo not given)	i	i	i	i	i	i	i	i	i	i	i
39	COc1ccc(NC(C)=O)cc1S(=O)(=O)NC(Cc1ccccc1)C(=O)NCc1ccccc1C (stereo not given)	i	i	i	i	i	i	i	i	i	i	i
40	COc1ccc(/C=N/NC(=O)c2ccc(CN3C(=O)c4cccc5cccc3c45)cc2)cc1O	i	i	i	i	i	i	i	i	i	i	i
41	CCOc1cc(C)c(S(=O)(=O)NCCCn2ccnc2)cc1C	i	i	i	i	i	i	i	i	i	i	i
42	CCn1c(SC(=O)NC2CCCCC2)nnc1-c1cccs1	i	i	i	i	i	i	i	i	i	i	i
43	CCOc1ccc(NC(=S)N2CCC(C(N)=O)CC2)cc1	i	i	i	i	i	i	i	i	i	i	i
44	COCc1ccc(CN2CCCC(CO)(Cc3cccc(Cl)c3)C2)o1 (stereo not given)	i	i	i	i	i	i	i	i	i	i	i
45	COc1ccccc1CNCC(O)(c1ccc(F)cc1)c1ccc(F)cc1	i	i	i	i	i	i	i	i	i	i	i
46	CC(C)NC(=O)NC(=O)COC(=O)/C=C/c1ccc2c(c1)OCO2	i	i	i	i	i	i	i	i	i	i	i
47	CC1=Nc2cc(C(=O)NCCCN3CCN(C)CC3)ccc2Sc2ccc(C)cc21	i	i	i	i	i	i	i	i	i	i	i
48	COc1ccc(OC)c(/C=N\Nc2nccs2)c1	i	i	i	i	i	i	i	i	i	i	i
49	COc1ccc(NC(=O)Cn2nnc(C(=O)NCc3ccco3)c2N)c(OC)c1	i	i	i	i	i	i	i	i	i	i	i
50	O=C(NCC1c2ccccc2CCN1C(=O)CN1C(=O)c2ccccc2C1=O)C1CCCCC1 (stereo not given)	i	i	i	i	i	i	i	i	i	i	i
51	CCOc1ccc(S(=O)(=O)N/N=C(\C)c2ccc(Cl)c(Cl)c2Cl)cc1	i	i	i	i	i	i	i	i	i	i	i
52	CCOC(=O)c1sc2ncnc(Nc3cccc(C(=O)O)c3)c2c1C	i	i	i	i	i	i	i	i	i	i	i
53	O=C(CSc1ccc(-c2cccs2)nn1)c1cccs1	i	i	i	i	i	i	i	i	i	i	i
54	COc1nc(N)c(S(=O)(=O)c2ccccc2C)cc1C#N	i	i	i	i	i	i	i	i	i	i	i
55	COc1ccccc1N1CCN(CCCCCCOc2ccc(F)cc2)CC1	i	i	i	i	i	i	i	i	i	i	i
56	NC(=O)CN1C(=O)NC2(CCCc3ccccc32)C1=O (stereo not given)	i	i	i	i	i	i	i	i	i	i	i
57	O=C(c1ccco1)N1CCN(C(=O)C2CCCN(S(=O)(=O)Cc3ccccc3)C2)CC1 (stereo not given)	i	i	i	i	i	i	i	i	i	i	i
58	COc1ccc2c(c1)C(=O)CC(c1ccc(OC)c(OC)c1)O2 (stereo not given)	i	i	i	i	i	i	i	i	i	i	i
59	COc1ccc(NC(=S)NCc2ccc(F)cc2)cc1	i	i	i	i	i	i	i	i	i	i	i
60	O=C(Nc1cc([N+](=O)[O-])ccc1C(=O)NCCN1CCOCC1)c1ccccc1	i	i	i	i	i	i	i	i	i	i	i

Carrying on.
No.	canonical_smiles	MrgX1 PAM	TRPC6 inhibitor	TRPC4 potent	ANO1 activ	TRPC4 act	TRPC4 inh	TMEM16A inh	TRPC6 act	MrgX1 antag	RGS4 block	MrgX1 agonist
61	CCC(C)[C@H](NC(=O)N1CCCC1)C(=O)OC (stereo not given in full)	i	i	i	i	i	i	i	i	i	i	i
62	CCCn1nc(NC(=O)CC)c2cc3cccc(C)c3nc21	i	i	i	i	i	i	i	i	i	i	i
63	CCC(=O)c1ccc(OCC(O)CN2CCN(S(=O)(=O)c3ccc(NC(C)=O)cc3)CC2)cc1 (stereo not given)	i	i	i	i	i	i	i	i	i	i	i
64	Cc1cccc(-n2cc(CN3CCN(c4ccccn4)CC3)c(-c3cccc(F)c3)n2)c1	i	i	i	i	i	i	i	i	i	i	i
65	CC1(C)CC(=O)C(C=NCCc2ccc(O)cc2)=C(O)C1	i	i	i	i	i	i	i	i	i	i	i
66	CC1(C(=O)N(CC(=O)NC2CCCC2)Cc2ccc(Cl)cc2)CC(=O)N=C2C=CC=CN21 (stereo not given)	i	i	i	i	i	i	i	i	i	i	i
67	COc1ccc(C(=O)c2ccc(CC#N)s2)cc1	i	i	i	i	i	i	i	i	i	i	i

From PubChem BioAssay
